TR SRC2 fluor cs: alters Texas Red total fluorescence, flagging assay interference; TRb/SRC2 Texas Red total fluorescence interference; Potency, µM (top dose mostly 106 µM), for the others: top-dose fluorescence change, negative = quenching; hit rate 0.29% among 280,000; AID 1479; active = well fitted curve in either direction with a large enough effect; inconclusive = small, poorly fitted or top-dose-only effect
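Flags fluorescent or light-absorbing compounds by total fluorescence, S + 2P, at 555 nm excitation and 632 nm emission. Mixture: 20 nM Texas Red SRC2 peptide, 0.6 uM human TRb LBD, 1 uM T3, 5% DMSO; compound exposure 5 h at ambient temperature.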
GoLoco inh red: RGS12 GoLoco-Gai1 interaction inhibition | P63096 | Gai1:RGS12 GoLoco peptide FP, rhodamine, 10 min | Potency, µM (titrated, usually from 61.6 µM), for inactives: at the highest dose activity, negative = inhibition, hits mostly inhibitors | hit rate 0.44% among 230,000 | AID 880; active = well fitted inhibition curve with a large enough effect, not every such curve was filed as active; inactive = no such curve, though single readings can be large or run the other way; also: nearly all actives have a fitted effect of over 30% in size; many of its hits are not listed in these tables
Target sequence (P63096 whole entry, looked up): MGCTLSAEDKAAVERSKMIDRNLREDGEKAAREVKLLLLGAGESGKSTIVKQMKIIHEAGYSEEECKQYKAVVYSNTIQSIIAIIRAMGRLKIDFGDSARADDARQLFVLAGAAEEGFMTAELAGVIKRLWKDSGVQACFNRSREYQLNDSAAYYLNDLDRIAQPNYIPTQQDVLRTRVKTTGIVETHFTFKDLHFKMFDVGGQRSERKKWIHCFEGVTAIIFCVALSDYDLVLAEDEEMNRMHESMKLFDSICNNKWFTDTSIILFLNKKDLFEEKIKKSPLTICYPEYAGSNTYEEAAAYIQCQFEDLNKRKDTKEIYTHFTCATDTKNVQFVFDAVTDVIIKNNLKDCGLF
GAA spleen mod: lysosomal alpha-glucosidase (human) modulation; P10253; human spleen homogenate, 4-MU-alpha-glucoside fluorescence; Potency, µM (series often up to 79.9 µM), inactives show top-dose activity change, negative = inhibition, actives largely listed as inhibitors; hit rate 0.006% among 240,000;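 also: 0% = enzyme with vehicle and -100% = no enzyme basal signal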
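Human spleen homogenate (1 ug) incubated with compounds and 1 mM 4-methylumbelliferyl-alpha-D-glucopyranoside in pH 5.0 citrate/phosphate buffer, 37 C, 40 min. Stopped at pH 10; 4-MU fluorescence (Ex 365/Em 440 nm); AC50 by Hill fit.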
L3MBTL1 inh: L3MBTL1 (human) inhibition. hit rate 0.66% among 230,000. Potency, µM (series often up to 57.1 µM), without a hit: at the top dose activity, negative = inhibition, most hits filed as inhibitors. AlphaScreen L3MBTL1–H3K9me1 peptide binding. Q9Y468; also: nearly all actives have a fitted effect of over 60% in size
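Read-out is AlphaScreen signal from streptavidin donor and nickel chelate acceptor beads (10 ug/mL final each) bridging L3MBTL1 (50 nM) and biotinylated K9-monomethylated H3(1-15) peptide (75 nM), after 30 min compound exposure at room temperature.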
GAA inh: inhibitors of human lysosomal alpha-glucosidase. P10253. purified human GAA, 4-MU-alpha-glucoside fluorescence. Potency, µM (series often up to 76.9 µM), for inactives: at the top dose activity change, negative = inhibition, hits mostly inhibitors. hit rate 0.005% among 200,000;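 also: plate controls were uninhibited enzyme wells for no effect and no-enzyme background for full effect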
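AC50 values come from Hill fits of compound titrations (up to 77 uM) against 4 nM human enzyme. Substrate 4-methylumbelliferyl-alpha-D-pyranoside at 400 uM, pH 5.0 citrate buffer, 20 min room temperature; fluorescence Ex 365/Em 440 after alkaline stop.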
RECQ1 inh: blocks DNA unwinding by human RECQ1 | P46063 | RECQ1 DNA unwinding, red fluorescence kinetic read | Potency, µM (series often up to 57.3 µM), without a hit: at the highest dose activity, negative = inhibition, actives largely listed as inhibitors | hit rate 0.54% among 240,000 | AID 2549;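 also: plate controls were vehicle for no effect and no enzyme for full effect; nearly all actives have a fitted effect of over 30% in size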
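RECQ1T1 50 nM; forked duplex (20 bp + 30-nt ss tails) 200 nM, ATP 2 mM final; pH 8.0, 2 mM MgCl2, 2.5 ug/ml poly(dI-dC); 15 min compound preincubation; discontinuous kinetic read over 2 h at RT.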
TRb-SRC2 inh: TRbeta-SRC2 interaction inhibition | P10828 | TRbeta-SRC2 peptide binding, fluorescence polarization; receptor liganded with 1 µM T3 | Potency, µM (highest dose often 106 µM), inactives show at the top dose activity change, negative = inhibition, actives largely listed as inhibitors | hit rate 0.065% among 280,000 | AID 1469;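 also: plate controls were bound peptide for no effect and peptide without receptor for full effect; nearly all actives have a fitted effect of over 50% in size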
Target sequence (P10828 whole entry, looked up): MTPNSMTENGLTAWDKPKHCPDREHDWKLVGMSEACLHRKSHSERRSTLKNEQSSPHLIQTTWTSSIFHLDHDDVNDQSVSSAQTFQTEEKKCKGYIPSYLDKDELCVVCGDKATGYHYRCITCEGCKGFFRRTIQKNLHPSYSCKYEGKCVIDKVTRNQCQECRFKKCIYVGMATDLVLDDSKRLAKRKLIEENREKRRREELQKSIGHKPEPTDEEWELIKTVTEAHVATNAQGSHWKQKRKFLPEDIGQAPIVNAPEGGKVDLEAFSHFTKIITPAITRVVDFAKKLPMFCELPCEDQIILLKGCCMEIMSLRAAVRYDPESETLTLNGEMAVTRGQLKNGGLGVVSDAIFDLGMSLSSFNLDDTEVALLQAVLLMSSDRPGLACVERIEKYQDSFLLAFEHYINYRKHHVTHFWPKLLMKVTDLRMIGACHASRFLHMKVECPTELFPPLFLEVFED
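Decrease in fluorescence polarization of 20 nM Texas Red SRC2 coactivator peptide flagged inhibition of its binding to 0.6 uM TRb LBD; 1 uM T3 included, incubation 5 hr, ex 555/em 632 nm.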
GAA glycogen mod: inhibitors or activators of human alpha-glucosidase glycogen cleavage. hit rate 0.38% among 300,000. recombinant GAA, glycogen substrate, Amplex Red glucose oxidase fluorescence. Potency, µM (titrated, usually from 76.4 µM), inactives show at the top dose activity change, negative = inhibition, usual class: inhibitors. P10253;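 also: 0% = full enzyme reaction and -100% = no-enzyme basal signal; the screen sought inhibitors and activators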
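Natural-substrate format: glycogen cleavage by 4 nM human enzyme, glucose read by Amplex Red coupling (Ex 573, Em 610 nm). Normalized to enzyme and no-enzyme controls.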
Numbers without * were called inactive; i = inactive; u = inconclusive; x = not tested or not shown; & = joins results of further samples; [ ] = dose if it differs, or a comment. Unless noted, calls follow the shape of the dose curve; as a rule, active = well fitted curve in the direction sought with a large enough effect; inconclusive = small, poorly fitted or top-dose-only effect, or another doubt; inactive = no such curve, though single readings can be large; an effect the other way counts as inactive or inconclusive. Unless noted, % is scaled to controls: 0 for no effect and ±100 for the full control effect; potency is read from the fitted curve at half-maximal effect. This is a subset (hit frequency here may not be typical).

Below each compound – TR SRC2 fluor cs, GAA inh, GAA glycogen mod, GoLoco inh red, RECQ1 inh, L3MBTL1 inh, TRb-SRC2 inh, GAA spleen mod
c1ccc(Sc2ncnc3ccccc23)cc1
  -3%, x, 5%, -3%, i, x, -2%, 2%
CCOC(=O)NC(=S)Nc1ccc(C(C)(C)C)cc1Br
  0%, -10%, -7%, 4%, -6%, 6%, 5%, -3%
O=C1C(=C2SCCCS2)CC/C1=C\c1ccc(F)cc1
  -1%, 4%, -4%, 3%, 6%, -11%, -5%, -10%
COc1ccc([C@@H]2[C@@H](O)[C@H](O)[C@@H](C)N2C)cc1OC
  -2%, x, x, 1%, i, x, 15%, 6%
CCOc1ccc(C2CC(c3ccccc3C)n3nc(N)nc3N2)cc1 (stereo unspecified)
  0%, 1%, 4%, 7%, -4%, 36%, 9%, -1%
COc1ccccc1N1CCN(C2=NS(=O)(=O)c3ccccc32)CC1
  -1%, -9%, -2%, 2%, -14%, 3%, -4%, 5%
C/C(Cl)=C\Cn1c(Nc2cccc(C)c2)nc2c1c(=O)n(C)c(=O)n2C
  0%, 0%, -19%, 19%, i, -2%, -11%, 1%
O=C1C(Cl)=C(N2CCOCC2)C(=O)N1c1cccc(Cl)c1
  -1%, -9%, -1%, -8%, -6%, 8%, -2%, 0%
CCC(C)n1[nH]c(=O)c2c(C)cc(C)nc21 (stereo unspecified)
  -2%, -4%, -6%, -7%, -6%, 20%, 4%, -4%
Cc1c(-n2cc(C(=O)c3cc(Br)ccc3O)cc(C#N)c2=O)c(=O)n(-c2ccccc2)n1C
  -5%, 2%, -3%, 56%[activator], -17%, x, -8%, 1%
CSc1nc2ccccc2c(=O)n1C1CCOC(C)(C)C1 (stereo unspecified)
  -1%, -10%, 0%, -2%, -2%, 19%, -4%, x
Nc1nc(-c2ccco2)nn1C(=O)CCc1ccccc1
  2%, 3%, 8%, 0%, 1%, x, -8%, 2%
CCOC(=O)c1[nH]c(C)c(/C(O)=C2\C(=O)C(=O)N(CCCN3CCOCC3)C2c2cccnc2)c1C (stereo unspecified)
  -2%, -6%, 0%, -2%, i, 3%, -2%, -11%
O=C(NCCSCc1ccco1)Nc1ccc(Cl)cc1
  -2%, 2%, -6%, 4%, -2%, x, -10%, -7%
O=C(COC(=O)CSCc1ccccc1)NCc1ccccc1
  -1%, 11%, 8%, 9%, i, 6%, 6%, 3%
Cc1cc(C(=O)CN2C(=O)NC3(CCCc4ccccc43)C2=O)c(C)n1Cc1ccccc1 (stereo unspecified)
  0%, 4%, -3%, 22%, -15%, x, -15%, -11%
COc1ccc(C(=O)C2CCCN(C(=O)c3c4c(nn3C)CCCC4)C2)cc1F (stereo unspecified)
  -2%, 2%, -10%, 2%, -2%, 2%, 7%, -13%
O=C(CSc1nnnn1-c1ccc2c(c1)OCCO2)Nc1nc2c(s1)CCCC2
  2%, 0%, 7%, 1%, -6%, -4%, 5%, 2%
CN1C(=O)C2(N=c3ccccc3=N2)c2ccccc21
  0%, 6%, 6%, -1%, 6%, 7%, -6%, -12%
CC(C)Nc1ccccc1
  -1%, x, x, 9%, -6%, -2%, -6%, 4%
CCc1cccc2c(C(=O)CSc3nnc(-c4ccncc4)n3C)c[nH]c12
  3%, 1%, -4%, 46%[activator], 1%, -10%, -3%, 1%
O=C(COC(=O)CCCN1C(=O)c2cccc3cccc(c23)C1=O)Nc1cccc(C(F)(F)F)c1
  -3%, -6%, -5%, 11%, i, -10%, 8%, -1%
COC(=O)c1sc(NC(=O)c2ccc(Cn3cc(Cl)cn3)o2)c(C#N)c1C
  -12%, -4%, -2%, 16%, -17%, -14%, -12%, -10%
Oc1cccc(/C=N/N2CCN(c3ccccn3)CC2)c1
  -1%, x, u, 2%, -8%, -5%, -1%, 0%
C=CCn1c(SCC(=O)Nc2ccccc2C)nc2sc(C)c(C)c2c1=O
  1%, -5%, 4%, 11%, -7%, 7%, -9%, -1%
CCOc1ccccc1NC(=O)COC(=O)C1CC1
  -2%, -4%, 6%, 0%, -3%, x, 2%, 0%
CCOC(=O)C(/C=C(\C#N)C(=O)OCC)=C(/N)N1CCN(c2ccc(OC)cc2)CC1
  0%, -5%, -1%, 1%, 3%, x, 3%, -6%
CN(C)S(=O)(=O)c1ccc(C(=O)Nc2ccc(CN3CCCC3)cc2)cc1
  -1%, 3%, u, 7%, i, 27%, -21%, -6%
COc1ccc(-c2nc(-c3cccc([N+](=O)[O-])c3O)cc(=O)o2)cc1OC
  -2%, 2%, 9%, -10%, -6%, 9%, -6%, 0%
C[C@]12CC[C@H]3c4ccc(OC[C@H]5CO5)cc4CC[C@H]3[C@H]1CC[C@@H]2O
  -2%[11.2 µM], x, x, x, -4%[11.5 µM], x, 1%[11.2 µM], 2%[17.4 µM]
CC(C)NC(=O)CC(=O)N/N=C/c1ccc(Br)cc1
  1%, 3%, 4%, -3%, -4%, -4%, 3%, -4%
CC(=C1C(=O)c2ccccc2C1=O)N1CCC(C(N)=O)(N2CCCCC2)CC1
  6%, 0%, -3%, -3%, i, 6%, -3%, -5%
Cc1c2c(nc3c(C(=O)NC4CCCC4)cnn13)CCCC2
  -4%, 8%, 4%, -4%, -2%, -3%, -3%, 5%
CN1CCC(N(C)CC(=O)Nc2ccccc2N2CCOCC2)CC1
  -1%, -4%, 7%, -3%, i, x, -6%, 3%
CC[n+]1c(C)n(-c2ccccc2)c2ccc(NC(C)=O)cc21
  -4%, 7%, 10%, 0%, 2%, 28%, -5%, x
CCOc1ccc(S(=O)(=O)NCc2ccccc2Cl)cc1C(N)=O
  -1%, -3%, 4%, -6%, -11%, x, 0%, -5%
CC(=O)Nc1cc(C(=O)O)ccc1S(=O)(=O)c1ccc(C)cc1
  0%, 7%, 8%, -1%, 5%, 4%, 0%, 3%
O=C(CSc1nc2ccccc2c(=O)n1CCCN1CCOCC1)Nc1ccc2c(c1)OCO2
  -2%, 9%, -2%, 2%, i, -8%, 5%, 3%
CCCSc1nc(C)c2cc(C)cc(C)c2n1
  -1%, -13%, -1%, -6%, 3%, x, -13%, 2%
CCC(=O)Nc1nnc(-c2ccco2)o1
  -1%, 5%, -1%, 3%, -7%, x, -1%, 4%
CC1CN(S(=O)(=O)c2ccc(NC(=O)CCN3C(=O)c4ccccc4C3=O)cc2)CC(C)O1 (stereo unspecified)
  0%, -4%, 2%, 0%, -10%, 1%, 6%, 3%
COc1ccc2c(c1)CCc1c(C(=O)NCc3ccc(Cl)cc3)noc1-2
  -5%, 0%, -2%, 6%, -4%, x, -17%, -9%
O=C1CC2(CCCCC2)Oc2ccc(OCC(=O)N3CCOCC3)cc21
  1%, 9%, 5%, 6%, -7%, 11%, -3%, 0%
COC(=O)c1[nH]c2ccc(F)cc2c1NC(=O)CCN1CCN(Cc2ccc3c(c2)OCO3)CC1
  0%, -1%, -7%, 1%, -5%, -6%, -3%, -2%
CCOc1ccc(CCNC(=O)C(C)n2nc(C)n3c(cc4occc43)c2=O)cc1OCC (stereo unspecified)
  4%&-1%, -2%, 4%, 0%, i, 0%, -2%&-13%, -8%
Cc1ccnc(NC(=O)CCC(=O)N(CC(=O)NC2CCCCC2)Cc2cccs2)c1
  -1%, -6%, 1%, 4%, 1%, -14%, 3%, x
Nc1nc(N)c(Cc2ccc(Cl)cc2Cl)c(N)n1
  1%, -1%, -3%, 1%, -2%, -1%, 0%, x
CC1(C)CCN(Cc2ccccc2)C1CC#N (stereo unspecified)
  3%, -14%, 4%, 5%, -5%, 8%, 3%, -5%
O=C(COc1ccc(Cl)cc1)NNC(=O)C(=O)N1CCCCC1
  1%, 7%, 15%, 6%, -6%, -3%, -25%, -1%
CC1CC(C)CN(C(=O)CSc2nc3ccsc3c(=O)n2Cc2ccccn2)C1 (stereo unspecified)
  -2%, u, 4%, 1%, -15%, -4%, -14%, -1%
CN(C)c1ccc(/C=N/Nc2cc(N3CCOCC3)nc(N3CCOCC3)n2)cc1
  -2%, 15%, u, 4%, -2%, x, 0%, -24%
O=C(CN1CCOCC1)Nc1scc2c1c(=O)oc1ccccc12
  -9%, x, 2%, 4%, i, 12%, 0%, -5%
O=c1[nH]n(-c2ccc(Cl)cc2)c(=O)c(Cl)c1Cl
  -1%, -8%, -5%, -6%, i, 9%, -14%, 0%
CCOc1ccc(-n2c(SCC(=O)Nc3nccs3)nnc2-c2ccoc2C)cc1
  2%, x, -8%, -3%, -4%, x, -5%, -1%
COC(=O)c1sccc1NC(=O)/C=C/C(=O)O
  -1%, 1%, 5%, 4%, -4%, x, -1%, 5%
COc1ccc(C(=O)N2CCC(=O)N(C(CO)Cc3ccccc3)CC2)cc1 (stereo unspecified)
  1%, 4%, 7%, 0%, 9%, 3%, -3%, -6%
NNC(=O)c1cccc(COc2ccc(Br)cc2)c1
  1%, -4%, -14%, 10%, -14%, -18%, 3%, -1%
CC(=O)OC1CCC2(C)C(=CC=C3C2CCC2(C)C3CCC2C(C)/C=C/C(C)C(C)C)C1(C)C (stereo unspecified)
  -2%, x, x, 1%, 10%, x, -3%, -9%
COC(=O)CNC(=O)CN1C(=O)N(c2ccccc2)C(N(O)C(=O)Nc2ccccc2)C1(C)C (stereo unspecified)
  0%, -5%, -18%, -22%, -8%, 5%, 4%, 6%
CCOC(=O)C1=C(c2ccccc2)N=c2s/c(=C\c3cc(OC)c(OC)c(OC)c3)c(=O)n2C1c1cccs1 (stereo unspecified)
  3%, -9%, 3%, 14%, -3%, -13%, 9%, -1%

Compound profiles (already shown). Screens in order: TR SRC2 fluor cs	GAA inh	GAA glycogen mod	GoLoco inh red	RECQ1 inh	L3MBTL1 inh	TRb-SRC2 inh	GAA spleen mod
COc1ccc2c(c1)CCc1c(C(=O)NCc3ccc(Cl)cc3)noc1-2 is entered as -5%	0%	-2%	6%	-4%	x	-17%	-9%
COC(=O)c1sccc1NC(=O)/C=C/C(=O)O is entered as -1%	1%	5%	4%	-4%	x	-1%	5%

Source: PubChem
